MCF10A rerep: A quantitative high throughput screen for small molecules that induce DNA re-replication in MCF 10a normal breast cells | MCF 10A DNA re-replication, Hoechst nuclear intensity, 48 h | Potency, µM (titrated, usually from 46.1 µM), for inactives: at the top dose activity, positive = re-replication, actives largely listed as activators | 350,000 compounds, 2.9% hits | AID 624296, 2012; also: potency is read from the fitted curve at half-maximal effect; % of control where 0% means no effect; nearly all actives have a fitted effect of over 50% in size
DRD3 agonist: qHTS of D3 Dopamine Receptor Agonist: qHTS. 410,000 compounds, 0.58% hits. D(3) dopamine receptor (Homo sapiens), P35462. AID 652048, 2013. max activation, %. D3R DiscoveRx beta-arrestin cells, luminescence, 90 min; in the data active = max activation above about 30%; also: 0% is about no effect; mostly tested at two doses, the higher about 12 µM
Target sequence (P35462 whole entry, looked up): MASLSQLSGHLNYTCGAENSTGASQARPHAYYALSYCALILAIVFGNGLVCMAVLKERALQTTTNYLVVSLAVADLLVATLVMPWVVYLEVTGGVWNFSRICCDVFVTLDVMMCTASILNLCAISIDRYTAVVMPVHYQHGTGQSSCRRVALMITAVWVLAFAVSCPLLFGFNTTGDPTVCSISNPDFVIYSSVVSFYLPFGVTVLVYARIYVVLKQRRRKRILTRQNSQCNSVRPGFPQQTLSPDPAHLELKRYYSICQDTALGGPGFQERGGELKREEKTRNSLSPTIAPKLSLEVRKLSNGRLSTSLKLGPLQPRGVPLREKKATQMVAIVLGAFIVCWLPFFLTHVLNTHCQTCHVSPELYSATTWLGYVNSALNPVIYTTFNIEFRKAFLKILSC
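Cells at 1500/well, incubated overnight, then treated with pinned compounds (dopamine as control) for 90 min at 37 degrees C. DiscoveRx reagent added for 30 - 60 minutes at room temperature; luminescence read.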
KB-V1 cytotox: qHTS assay for MDR1-selective chemotherapeutics: Primary screen using the drug-selected MDR subline cells KB-V1. 400,000 compounds, 3.4% hits. Potency, µM (highest dose often 46.1 µM), for the others: top-dose activity change, negative = cytotoxicity, hits mostly cytotoxic. KB-V1 MDR cells viability, CellTiter-Glo, 72 h; also: potency is read from the fitted curve at half-maximal effect; % is scaled to controls: 0 for no effect and ±100 for the full control effect; nearly all actives have a fitted effect of over 60% in size
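Luminescent ATP read-out (CellTiter-Glo, 10 min) measures survival of drug-selected KB-V1 MDR cells after 72 h, 37 degrees C compound exposure. Medium: phenol-red-free DMEM, 10% FBS. Values from fitted concentration-response curves.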
SW480 rerep: A quantitative high throughput screen for small molecules that induce DNA re-replication in SW480 colon adenocarcinoma cells. AID 624297, 2012. Potency, µM (series often up to 46.1 µM), without a hit: top-dose re-replication activation, hits mostly activators. 340,000 compounds, 1.8% hits. SW480 DNA re-replication, Hoechst DNA content imaging, 48 h; also: potency is read from the fitted curve at half-maximal effect; % of control where 0% means no effect; nearly all actives have a fitted effect of over 55% in size
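Image-based read-out: total Hoechst fluorescence of nuclei (405 nm excitation, 500-530 nm emission), with hits raising the fraction of high-intensity nuclei. SW480 colon cells incubated 48 hr with compounds at 37 C.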
IL1B secr inh: qHTS for Inhibitors of Inflammasome Signaling: IL-1-beta AlphaLISA Primary Screen. THP-1 LPS/ATP IL-1B secretion, AlphaLISA, 16 h; active compounds read low. activity change, % at 57.5 µM. 360,000 compounds, 4.7% hits; in the data active = activity change below about -50%; inconclusive = mostly about -30% to -49%; also: % is scaled to controls: 0 for no effect and ±100 for the full control effect
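THP-1 cells pretreated 1 hr with compounds (up to 57.5 uM final), then stimulated with LPS (250 ng/mL final) plus ATP (1.25 mM final); secreted IL-1B measured by AlphaLISA after 16 hr, decreased signal indicating inhibition.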
HT1080 IDH1KD tx: qHTS for induction of synthetic lethality in tumor cells producing 2HG: qHTS for the HT-1080-IDH1KD cell line. HT-1080 IDH1 knockdown viability, ATP luminescence, 48 h. Potency, µM (doses to about 46.1 µM), for the others: top-dose activity, negative = toxicity, usual class: cytotoxic. 360,000 compounds, 2% hits. AID 686971, 2013;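 also: potency is read from the fitted curve at half-maximal effect; 0% = DMSO wells and -100% = cell-free medium wells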
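% activity derives from luminescence (CellTiter-Glo), normalised to DMSO and no-cell wells. HT-1080-IDH1KD cells, 750/well, had 48 h compound exposure at 37 °C.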
HT1080-NT tox: qHTS for induction of synthetic lethality in tumor cells producing 2HG: qHTS for the HT-1080-NT fibrosarcoma cell line | HT-1080-NT fibrosarcoma viability, CellTiter-Glo ATP luminescence, 48 h | Potency, µM (series often up to 46.1 µM), for inactives: at the highest dose activity, negative = less viability, hits mostly cytotoxic | 360,000 compounds, 1.6% hits;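 also: NT is the 2HG producing partner of a matched IDH1 knockdown line; potency is read from the fitted curve at half-maximal effect; 0% = DMSO-treated cells and -100% = media-only wells without cells; nearly all actives have a fitted effect of over 55% in size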
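Viability of the 2HG-overproducing fibrosarcoma line after 48 hours of compound exposure at 37 degrees C was determined by luminescence with CellTiter-Glo, and concentration-effect curves were then fitted and categorized.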
GLP1R cytotox: qHTS of GLP-1 Receptor Inverse Agonists: Cytotox Screen; HEK293 cAMP-luciferase reporter cells, luminescence, 24 h; 410,000 compounds, 0.13% hits; Potency, µM (doses to about 38.3 µM), without a hit: top-dose activity change, negative = inhibition, actives largely listed as inhibitors;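 also: loss of luciferase light is scored as toxicity; potency is read from the fitted curve at half-maximal effect; % is scaled to controls: 0 for no effect and ±100 for the full control effect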
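Step one: seed cells (200 cells/uL, DMEM with 10% Nu serum, 1% pen-strep). Step two: 12-hour incubation at 37 deg C. Step three: pin 23 nL compound, incubate 24 hr. Step four: add luciferase reagent, read luminescence 12 min later.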
KB-3-1 tox: qHTS assay for MDR1-selective chemotherapeutics: Primary screen using the parental adenocarcinoma cell KB-3-1; AID 1347075, 2019; 400,000 compounds, 1.4% hits; KB-3-1 viability, CellTiter-Glo ATP luminescence, 72 h; Potency, µM (highest dose often 46.1 µM), inactives show at the highest dose activity change, negative = cytotoxic, usual class: cytotoxic; also: potency is read from the fitted curve at half-maximal effect; % is scaled to controls: 0 for no effect and ±100 for the full control effect; nearly all actives have a fitted effect of over 60% in size
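Luminescent ATP read-out (CellTiter-Glo) measures survival of drug-naive KB-3-1 cells after 72 h compound exposure at 37 °C. Titration series was screened from lowest to highest concentration, with DMSO vehicle plates as background controls.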
Numbers without * were called inactive; [ ] = another dose, or the depositor's remark. Unless noted, calls follow the shape of the dose curve; as a rule, active = well fitted curve in the direction sought with a large enough effect; inconclusive = small, poorly fitted or top-dose-only effect, or another doubt; inactive = no such curve, though single readings can be large; an effect the other way counts as inactive or inconclusive. Hits appear at their usual frequency; overall some 11% were active at least once.

How did CCOC(=O)/C(C#N)=C/Nc1ccsc1C(=O)OC do in these assays?
MCF10A rerep: 5%; DRD3 agonist: 4; KB-V1 cytotox: 34%; SW480 rerep: 11%; IL1B secr inh: -9; HT1080 IDH1KD tx: 8%; HT1080-NT tox: 11%; GLP1R cytotox: -11%; KB-3-1 tox: 7%

Results for O=C(CSC1=Nc2ccccc2C2=NC(CC(=O)NCc3ccco3)C(=O)N12)NCC1CCCO1 (stereo not drawn) ?
MCF10A rerep: 0%; DRD3 agonist: -6; KB-V1 cytotox: 20%; SW480 rerep: -2%; IL1B secr inh: -15; HT1080 IDH1KD tx: 8%; HT1080-NT tox: 17%; GLP1R cytotox: 8%; KB-3-1 tox: -1%

How did Cc1cc(-c2nc(C)c(C(=O)NN)s2)no1 do in these assays?
MCF10A rerep: 18µM*; DRD3 agonist: -6; KB-V1 cytotox: -5%; SW480 rerep: inconclusive; IL1B secr inh: 12; HT1080 IDH1KD tx: inconclusive; HT1080-NT tox: inconclusive; GLP1R cytotox: inconclusive; KB-3-1 tox: -15%

Results for CCCCC(=O)Nc1ccc(N2CCCC2)cc1 ?
MCF10A rerep: -1%; DRD3 agonist: 6; KB-V1 cytotox: inconclusive; SW480 rerep: -3%; IL1B secr inh: -5; HT1080 IDH1KD tx: 21%; HT1080-NT tox: 6%; GLP1R cytotox: -7%; KB-3-1 tox: 14%

Results for COc1ccccc1C(=O)NC(=O)COC(=O)CCS(=O)(=O)c1ccc(C)cc1 ?
MCF10A rerep: 15%; DRD3 agonist: 3; KB-V1 cytotox: 14%; SW480 rerep: -2%; IL1B secr inh: -2; HT1080 IDH1KD tx: 8%; HT1080-NT tox: 12%; GLP1R cytotox: 10%; KB-3-1 tox: -10%

What do the screens show for `COc1ccc(C(=O)c2sc3nc(-c4ccccc4)ccc3c2N)cc1OC`?
MCF10A rerep: inconclusive; DRD3 agonist: 0; KB-V1 cytotox: -1%; SW480 rerep: inconclusive; IL1B secr inh: 15; HT1080 IDH1KD tx: -28%; HT1080-NT tox: -29%; GLP1R cytotox: 61%[activator]; KB-3-1 tox: -5%

What do the screens show for `O=C1c2cccc(OCC(=O)N3CCCc4ccccc43)c2CCN1Cc1cccnc1`?
MCF10A rerep: 1%; DRD3 agonist: 12; KB-V1 cytotox: 3.7µM*; SW480 rerep: 1%; IL1B secr inh: -7; HT1080 IDH1KD tx: -11%; HT1080-NT tox: -7%; GLP1R cytotox: 21%; KB-3-1 tox: inconclusive

What do the screens show for `CC(C)(C)c1ccc(C(=O)Nc2nnc3n2CCS3)cc1`?
DRD3 agonist: -21; KB-V1 cytotox: inconclusive; GLP1R cytotox: -2%; KB-3-1 tox: inconclusive

How did O=C(NCCc1ccccc1)c1ccc(Cl)c([N+](=O)[O-])c1 do in these assays?
MCF10A rerep: 0%; DRD3 agonist: -16; KB-V1 cytotox: -5%; SW480 rerep: -7%; IL1B secr inh: -9; HT1080 IDH1KD tx: 4%; HT1080-NT tox: 16%; GLP1R cytotox: 4%; KB-3-1 tox: -1%

How did CCCOc1ccc(CCC(=O)N/N=C/c2ccco2)cc1 do in these assays?
MCF10A rerep: -19%; DRD3 agonist: 7; KB-V1 cytotox: -24%; SW480 rerep: 3%; HT1080 IDH1KD tx: 0%; HT1080-NT tox: 2%; GLP1R cytotox: 22%; KB-3-1 tox: 0%

Results for Cc1c(C(=O)NCc2ccccc2Cl)sc2nc[nH]c(=O)c12 ?
DRD3 agonist: -7; KB-V1 cytotox: 13%; GLP1R cytotox: -11%; KB-3-1 tox: 7%

What do the screens show for `O=C(C1CCCCC1)N1C[C@H](n2cc(C3CC3)nn2)[C@@H](O)C[C@@H]1c1ccccc1`?
DRD3 agonist: -2; KB-V1 cytotox: inconclusive; IL1B secr inh: 21; HT1080 IDH1KD tx: -1%; HT1080-NT tox: -1%; GLP1R cytotox: 4%; KB-3-1 tox: 14%

Reprinted from the part before: two entries; new compounds follow.
Results for Cc1c(C(=O)NCc2ccccc2Cl)sc2nc[nH]c(=O)c12 ?
DRD3 agonist: -7; KB-V1 cytotox: 13%; GLP1R cytotox: -11%; KB-3-1 tox: 7%

What do the screens show for `O=C(C1CCCCC1)N1C[C@H](n2cc(C3CC3)nn2)[C@@H](O)C[C@@H]1c1ccccc1`?
DRD3 agonist: -2; KB-V1 cytotox: inconclusive; IL1B secr inh: 21; HT1080 IDH1KD tx: -1%; HT1080-NT tox: -1%; GLP1R cytotox: 4%; KB-3-1 tox: 14%

How did O=C(c1ccc(CN2CCOCC2)cc1)N1CCN(Cc2ccccc2)CC1 do in these assays?
MCF10A rerep: 1%; DRD3 agonist: -2; KB-V1 cytotox: -3%; SW480 rerep: -8%; IL1B secr inh: -19; HT1080 IDH1KD tx: 2%; HT1080-NT tox: -1%; GLP1R cytotox: -2%; KB-3-1 tox: -7%

What do the screens show for `COc1ccc(NC(=O)N2CCCC(c3nc(-c4ccc(C(C)C)cc4)no3)C2)cc1` (stereo not drawn)?
MCF10A rerep: inconclusive; DRD3 agonist: 20; KB-V1 cytotox: 8.2µM*; SW480 rerep: 8%; IL1B secr inh: -50*; HT1080 IDH1KD tx: inconclusive; HT1080-NT tox: 11µM*; GLP1R cytotox: -15%; KB-3-1 tox: inconclusive

How did O=C(C1CCN(C2CCN(Cc3ccc4c(c3)CCO4)CC2)CC1)N1CCCC1 do in these assays?
MCF10A rerep: 7%; DRD3 agonist: -5; KB-V1 cytotox: 0%; SW480 rerep: -7%; IL1B secr inh: 9; HT1080 IDH1KD tx: -6%; HT1080-NT tox: -9%; GLP1R cytotox: -3%; KB-3-1 tox: -13%

How did CCOC(=O)c1ccc(-c2c(C(=O)OCC)oc3cc(O)c(CC)cc3c2=O)o1 do in these assays?
MCF10A rerep: 10%; DRD3 agonist: 7; KB-V1 cytotox: 11%; SW480 rerep: -4%; IL1B secr inh: 0; HT1080 IDH1KD tx: -4%; HT1080-NT tox: 4%; GLP1R cytotox: -10%; KB-3-1 tox: 0%

How did COC(=O)C1CCN(c2ccc(C(N)=O)cc2[N+](=O)[O-])CC1 do in these assays?
MCF10A rerep: -7%; DRD3 agonist: 2; KB-V1 cytotox: inconclusive; SW480 rerep: -2%; IL1B secr inh: -26; HT1080 IDH1KD tx: -1%; HT1080-NT tox: 17%; GLP1R cytotox: inconclusive; KB-3-1 tox: 1%

Results for N#Cc1cc(-c2ccccc2)nc(Oc2ccccc2)n1 ?
MCF10A rerep: 19%; DRD3 agonist: 1; KB-V1 cytotox: -19%; SW480 rerep: -48%[inhibitor]; IL1B secr inh: inconclusive; HT1080 IDH1KD tx: 3%; HT1080-NT tox: -9%; GLP1R cytotox: -1%; KB-3-1 tox: 2%

What do the screens show for `O=C(Nc1ccc(S(=O)(=O)Nc2cnc3ccccc3n2)cc1)c1cc(F)c(F)cc1Cl`?
MCF10A rerep: -1%; DRD3 agonist: 2; KB-V1 cytotox: -16%; SW480 rerep: -3%; IL1B secr inh: 45; HT1080 IDH1KD tx: -15%; HT1080-NT tox: -17%; GLP1R cytotox: 4%; KB-3-1 tox: -7%

How did COc1ccc(OC)c(C(=O)c2ccc(Cl)cc2)c1 do in these assays?
MCF10A rerep: -2%; DRD3 agonist: 13; KB-V1 cytotox: 21%; SW480 rerep: 0%[9.22 µM]; IL1B secr inh: 2; HT1080 IDH1KD tx: -5%; HT1080-NT tox: 7%; GLP1R cytotox: -1%; KB-3-1 tox: -7%

How did COc1cc(/C=N/N2CCN(Cc3ccc(Cl)cc3)CC2)cc(Br)c1O do in these assays?
MCF10A rerep: 0%; DRD3 agonist: -1; KB-V1 cytotox: -10%; SW480 rerep: -7%; IL1B secr inh: 48; HT1080 IDH1KD tx: -6%; HT1080-NT tox: 5%; GLP1R cytotox: -1%; KB-3-1 tox: 3%

Results for CC(=O)Nc1cccc(C(=O)N2CCN(S(=O)(=O)c3ccc4ccccc4c3)CC2)c1 ?
MCF10A rerep: 1%; DRD3 agonist: 15; KB-V1 cytotox: 6%; SW480 rerep: -5%; IL1B secr inh: -25; HT1080 IDH1KD tx: -13%; HT1080-NT tox: -10%; GLP1R cytotox: 4%; KB-3-1 tox: -1%

Results for CC1CC(N(C(=O)c2ccccc2Cl)c2ccccc2)c2ccccc2N1 (stereo not drawn) ?
MCF10A rerep: inconclusive; DRD3 agonist: 1; KB-V1 cytotox: inconclusive; SW480 rerep: inconclusive; IL1B secr inh: 22; HT1080 IDH1KD tx: 23µM*; HT1080-NT tox: 23µM*; GLP1R cytotox: -6%; KB-3-1 tox: inconclusive

What do the screens show for `Cc1ccc(C)n1-c1ncc(Br)cn1`?
MCF10A rerep: -17%; DRD3 agonist: 5; KB-V1 cytotox: 0%; SW480 rerep: -13%; IL1B secr inh: 6; HT1080 IDH1KD tx: 12%; HT1080-NT tox: 4%; GLP1R cytotox: 5%; KB-3-1 tox: 12%

How did COc1ccc(C(=O)NC2CC(=O)N(c3ccc4c(c3)OCCO4)C2)cc1 (stereo not drawn) do in these assays?
DRD3 agonist: 0; KB-V1 cytotox: 8%; GLP1R cytotox: -11%; KB-3-1 tox: 4%

Results for Cc1ccc(CSCC(=O)Nc2ccc(F)cc2)cc1 ?
MCF10A rerep: -2%; DRD3 agonist: -1; KB-V1 cytotox: 18%; SW480 rerep: -5%; IL1B secr inh: 11; HT1080 IDH1KD tx: 11%; HT1080-NT tox: 16%; GLP1R cytotox: -1%; KB-3-1 tox: 26%
